High-throughput results deposited in PubChem by several laboratories.
GSH fluor – GSH bead compound fluorescence profile. GSH beads flow cytometry, compound fluorescence 488/530 nm; stronger effect = higher value. AID 1776. 190,000 tested, 0.25% active. fluorescence (KMESF) at 10 µM; in the data active = fluorescence above about 89;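 also: glutathione beads carrying GST-tagged Bcl family fusion proteins plus one bare bead set; values are compound well signal with DMSO vehicle wells as background; inactives centre near 16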
Mcl1-Bid inh – Mcl-1/Bid interaction inhibition | inhibition, % at 21.7 µM | 220,000 tested, 0.97% active | TR-FRET Mcl-1/Bid-Dy647 peptide binding, 1536-well | Q07820;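 active = compounds that cut the binding signal by more than half at the single screening dose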;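 also: His-tagged Mcl-1 with europium anti-His antibody binding Bid BH3 peptide; 0% = Mcl-1 plus peptide wells and 100% = peptide-only wells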
Target sequence (Q07820 whole entry, looked up): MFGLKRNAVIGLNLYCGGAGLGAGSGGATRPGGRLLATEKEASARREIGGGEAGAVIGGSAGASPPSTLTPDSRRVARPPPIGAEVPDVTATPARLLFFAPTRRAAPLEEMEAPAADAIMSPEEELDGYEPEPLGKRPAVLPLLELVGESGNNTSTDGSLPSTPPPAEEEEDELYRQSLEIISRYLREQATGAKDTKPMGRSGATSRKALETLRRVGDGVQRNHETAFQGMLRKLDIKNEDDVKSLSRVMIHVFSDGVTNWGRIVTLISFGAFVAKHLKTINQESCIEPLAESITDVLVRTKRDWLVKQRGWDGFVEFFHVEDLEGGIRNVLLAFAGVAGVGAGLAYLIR
Rab2A wt mod – changes GTP binding to wildtype dog Rab2A, up or down. AID 760. P61105. GTP binding activity, % at 10 µM. GST-Rab2 wt beads, Bodipy-GTP binding, flow cytometry. 190,000 tested, 0.19% active;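 active = GTP binding activity at least 20 points away from 100%, either lowered or raised; inconclusive = signal likely due to the compound's own green fluorescence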;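 also: 0% = beads with excess unlabeled GTP and 100% = no-compound control corrected for plate trend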
HRas wt GTP bind – modulators of GTP binding to human HRas wildtype. P01112. GST-Ras wt beads, Bodipy-FL-GTP binding, flow cytometry; actives lie on both sides. GTP binding activity, % at 10 µM. 190,000 tested, 0.14% active;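 active = GTP binding activity at least 20% away from the 100% baseline, either lowered as inhibitor or raised as activator; inconclusive = flagged as likely green fluorescent, judged across all proteins in the well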;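 also: 0% = unlabeled GTP competition control and 100% = no-compound control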
Target sequence (P01112 whole entry, looked up): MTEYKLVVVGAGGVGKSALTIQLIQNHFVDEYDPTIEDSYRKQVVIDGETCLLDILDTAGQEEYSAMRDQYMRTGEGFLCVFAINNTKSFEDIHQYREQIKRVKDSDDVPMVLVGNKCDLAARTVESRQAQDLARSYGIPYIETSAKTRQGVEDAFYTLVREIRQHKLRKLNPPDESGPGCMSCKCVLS
Rab7 wt modul – alters GTP binding to wildtype dog Rab7; GST-Rab7 beads, fluorescent GTP binding, flow cytometry; actives lie on both sides; untreated = 100%, excess cold GTP = 0%; GTP binding activity (percent of control), % at 10 µM; 190,000 tested, 0.055% active; AID 758;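 active = fluorescent GTP binding to Rab7 beads changed by at least 20 points from the 100% baseline, either direction, mostly lower; inconclusive = compound itself probably fluorescent, or too few beads counted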;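 also: median green fluorescence of bound Bodipy-FL-GTP per Rab7 bead population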
Pf gamet viab – P. falciparum stage V gametocyte viability inhibition; P. falciparum stage V gametocytes, ATP luminescence, 24 h; inhibition, % at 10.9 µM; 150,000 tested, 0.065% active;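 active = inhibition above the mean plus 3 SD of compounds within the control limits, set per campaign, cut at about 38% in these data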;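 also: 0% = DMSO wells and 100% = medium only without gametocytes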
Mcl1-Noxa inh – Mcl-1/Noxa interaction inhibition. AID 1022. 220,000 tested, 1.5% active. TR-FRET Mcl-1/Noxa peptide binding, 2 h. inhibition, % at 21.7 µM. Q07820;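 active = compounds that cut the protein-peptide binding signal by more than 50% relative to plate controls in a single-dose test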;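 also: His-tagged Mcl-1 with rhodamine Noxa BH3 peptide and terbium anti-His antibody; 0% = Mcl-1 plus Noxa peptide wells and 100% = peptide-only wells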
Rac1 mut GTP – alters GTP binding to activated mutant human Rac1. GST-Rac1 activated beads, fluorescent GTP binding, flow cytometry; actives lie on both sides; 100% means binding = to untreated wells. percent activity (GTP binding), % at 10 µM. 190,000 tested, 0.11% active;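 active = GTP binding at least 20 percentage points away from the 100% baseline, in either direction, so actives lie on both sides; inconclusive = Compound likely fluorescent itself, or too few beads counted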
Rac1 wt modul – modulators of human Rac1 wildtype GTP binding; AID 757; P63000; GST-Rac1 beads, fluorescent GTP binding, flow cytometry; actives lie on both sides; 0 = cold GTP competed, 100 = untreated; 190,000 tested, 0.27% active; GTP binding activity (% of control), % at 10 µM;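 active = GTP binding activity at least 20 points away from the 100% control level, either lower or higher; inconclusive = compound flagged as likely green fluorescent, judged across all proteins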
Avidin bead fluor – avidin bead compound fluorescence profile | Avidin beads, compound fluorescence 488/530 nm, flow cytometry; stronger effect = higher value | fluorescence (KMESF) at 10 µM | 220,000 tested, 0.38% active | AID 1775; in the data active = fluorescence above about 47; also: inactives centre near 10
Cdc42 wt – changes GTP binding to wildtype human Cdc42. GST-Cdc42 beads, Bodipy-GTP binding, flow cytometry; actives lie on both sides. 190,000 tested, 0.2% active. AID 761. percent activity (GTP binding), % at 10 µM;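 active = percent activity GTP binding at least 20 points away from the 100% baseline, either down as inhibitor or up as activator; inconclusive = compound flagged as likely green fluorescent from well-wide comparison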;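 also: median bead fluorescence of bound Bodipy-FL-GTP at 100 nM; 0% = excess unlabeled GTP control and 100% = no compound control; below 100% means less GTP binding so inhibitor and above means activator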
Target sequence (P60953 whole entry, looked up): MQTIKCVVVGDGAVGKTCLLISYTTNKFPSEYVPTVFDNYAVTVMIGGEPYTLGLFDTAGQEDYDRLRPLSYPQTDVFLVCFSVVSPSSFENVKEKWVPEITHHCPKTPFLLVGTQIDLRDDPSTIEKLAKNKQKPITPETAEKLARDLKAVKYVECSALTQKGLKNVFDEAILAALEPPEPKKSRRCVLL
Active calls of the source: *; ? = inconclusive; . = no result given.

SMILES	GSH fluor	Mcl1-Bid inh	Rab2A wt mod	HRas wt GTP bind	Rab7 wt modul	Pf gamet viab	Mcl1-Noxa inh	Rac1 mut GTP	Rac1 wt modul	Avidin bead fluor	Cdc42 wt
CCc1c(O)nc(SCC(=O)Nc2ccccc2)n(C(C)CC)c1=O (stereo not given)	7	-69	100	100	98	-3	11	98	100	11	100
O=C(/C=C/c1ccccc1)N1CCN(c2c(Cl)cccc2[N+](=O)[O-])CC1	10	-10	96	101	101	-15	1	97	105	5	101
O=C(CN1C(=O)C2C3C=CC(C3)C2C1=O)Nc1ccc(F)cc1 (stereo not given)	75	2	93	94	93	3	18	95	99	12	93
O=C(N/N=C(\c1ccccc1)c1ccccn1)c1cccc([N+](=O)[O-])c1	5	-13	?	?	?	.	-28	?	?	7	?
COc1cc2c(cc1NC(=S)Nc1cccc3ccccc13)oc1ccccc12	46	-32	102	103	102	.	1	98	103	9	101
O=C(NCc1ccco1)c1ccc(Cn2c(=O)c3ccccc3n(Cc3cccc(F)c3)c2=O)cc1	14	27	99	101	99	.	-38	100	108	6	98
Cc1cccc2cc(CN(Cc3ccc(F)cc3)C(=O)N3CCOCC3)c3nnnn3c12	63	-5	?	?	?	.	11	?	?	16	?
C=CCn1c(O)c(C(CC)=NCCN2CCOCC2)c(=O)[nH]c1=O	38	5	98	95	97	-15	38	96	96	17	95
CCOC(=O)C1CCCN(Cc2ccc3c(c2)OCO3)C1 (stereo not given)	17	33	98	102	97	13	36	100	110	8	105
CCSc1nnc(NC(=O)CSc2nnc(Cc3cccn3C)n2-c2ccc(C)cc2)s1	29	-28	97	99	98	.	25	95	97	14	96
Fc1ccc(NC(=S)N/N=C/c2cccc(Br)c2)c(F)c1	45	97*	99	101	99	13	-1	98	101	7	99
Cc1ccc(CC2S/C(=N/N=C/c3ccco3)NC2=O)cc1 (stereo not given)	13	-7	94	95	91	-22	-5	94	96	11	95
CC(C)N(C(=O)Cn1c(SCC(=O)Nc2nccs2)nc2ccccc21)C(C)C	10	5	99	100	101	.	-1	98	101	20	99
Cc1cc(Br)c(NC(=O)COC(=O)C2CC2C)c(Br)c1 (stereo not given)	32	1	97	98	99	-5	9	97	103	12	99
CC(C)(CO)CNC(=O)CCc1nnc(CCCc2ccccc2)o1	13	-12	94	94	91	-8	3	97	96	11	95
COC(=O)C(C)n1cnc2c(nnn2-c2cccc(Cl)c2)c1=O (stereo not given)	14	-9	100	100	99	.	1	99	106	8	100
O=C(O)CC1Sc2ccccc2NC1=O (stereo not given)	35	-22	96	100	100	-38	11	99	106	.	99
CCOC(=O)Cc1csc(NC(=O)c2cc3ccccc3o2)n1	14	-14	98	95	98	21	3	94	95	12	94
CCCCn1nc2cc(C(=O)NCC34CC5CC(CC(C5)C3)C4)ccc2c1OC	19	0	105	103	97	-39	12	100	103	8	104
CCC(=O)c1c[nH]c(C(=O)NCc2cccnc2)c1	10	-15	97	96	95	.	12	96	102	5	100
O=C(c1ccccn1)N1N=C2/C(=C/c3ccc(F)cc3)CCCC2C1c1ccc(F)cc1 (stereo not given)	13	13	98	97	97	-18	11	96	101	13	100
O=C(COc1ncnc2cc([N+](=O)[O-])ccc12)NCc1ccc2c(c1)OCO2	5	12	?	?	?	-7	60*	?	?	9	?
CCOC(=O)C1=C(CP(=O)(c2ccccc2)c2ccccc2)NC(=O)NC1c1ccc(Cl)cc1 (stereo not given)	11	7	97	96	98	.	-3	98	99	13	101
COc1ccc(NC(=O)Cn2nnc(-c3ccccc3F)n2)cc1	19	4	95	99	101	7	-5	95	96	8	97
COC(=O)C1=C(C(=O)c2ccc(C)cc2)C(c2ccc(O)c(OC)c2)n2nnnc2N1 (stereo not given)	32	-5	98	98	101	.	-1	98	99	10	96
CCN(C(=O)COC(=O)c1cccc(-n2cnnn2)c1)C1CCCCC1	11	-10	97	96	103	8	-1	94	97	10	96
Cc1nn(Cc2ccc(C(=O)NC3CCCCC3)o2)c(C)c1Br	37	6	101	102	102	-3	9	101	103	8	104
CN(c1ccccc1)S(=O)(=O)c1cc(C(=O)N2CCN(c3ccccn3)CC2)ccc1Cl	18	0	99	98	100	.	15	98	97	31	97
CC(C)=NNc1cc([N+](=O)[O-])cc2c1C(=O)N(C)S2=O (stereo not given)	66	-34	95	95	95	.	8	96	97	20	97
COc1cc(NC(=O)c2cccc(C)c2)c(OC)cc1NC(=O)CN1CCCCC1	10	-48	99	95	102	7	-5	97	99	9	94
COc1ccc(C2=NOC3(CC(=O)N(c4ccc(F)cc4)C3=O)C2)c(OC)c1 (stereo not given)	8	-6	99	101	100	.	18	99	99	11	101
CC(=O)Nc1sc2c(c1CN1CCN(c3ccccn3)CC1)CCCC2	12	-34	102	104	102	.	10	99	106	21	101
CCOC(=O)Cc1ncccc1C(=O)Nc1ccc(OC)cc1	6	-44	98	101	105	-76	-7	94	100	28	93
O=C(NNc1nc2ccccc2s1)Nc1ccccc1	5	-6	98	99	99	-11	20	99	104	12	99
O=c1nc(C(F)(F)F)nc2ccccn12	31	4	100	102	102	3	24	98	104	14	104
C=CCn1c(C)cc(C(=O)CN2C(=O)NC3(CCCc4ccccc43)C2=O)c1C (stereo not given)	70	-23	94	96	95	.	17	93	95	3	95
CCN(CC)S(=O)(=O)c1ccc(-n2c(=O)c(C(C)C)c(C)n2C)cc1	23	-16	102	104	106	-3	0	98	102	11	101
COc1ccc(-c2ccc(CCC(=O)O)n2CC(C)C)cc1	11	-75	99	100	100	-16	-7	95	101	.	100
O=[N+]([O-])c1ccc(-n2nncc2-c2ccc(Cl)cc2)cc1	5	-9	100	103	104	.	13	101	103	9	102
Cc1ccc(Nc2oc(C)nc2C#N)cc1	26	-6	95	97	95	.	-14	95	94	13	99
O=C(CCS(=O)(=O)c1ccccc1)Nc1cccc2c1C(=O)NC2=O	20	2	96	100	101	0	-18	98	99	7	96
O=C(COC(=O)Cc1ccc(-c2ccccc2)cc1)NCc1ccccc1	12	4	99	99	102	8	25	98	104	12	102
C=CCSc1nnc(-c2cc3c(s2)-c2ccccc2CC3)o1	33	9	97	98	97	-14	-2	96	98	7	97
CN(c1ccccc1)c1cc(=O)[nH]c(=O)[nH]1	10	-40	97	98	103	-7	8	101	103	4	97
COc1ccccc1CNC(=O)c1ccccc1N(C)S(C)(=O)=O	5	-4	100	101	96	.	7	102	105	10	102
CCOC(=O)CC1C(=O)NCCN1Cc1ccc(OC)c(OC)c1 (stereo not given)	15	-1	97	98	102	9	14	96	101	12	98
CCOC(=O)C1CCCN(C(=O)c2ccc(OCC)cc2)C1 (stereo not given)	20	6	99	99	95	14	-4	97	104	18	103
N#CC(C#N)=C1C=CC=CN1/C(=C\c1ccccc1)C(=O)c1cccs1	11	22	95	96	99	.	63*	90	98	17	81
C=CCN(c1ccc(C(=O)Nc2ccc(C)c(C)c2)cc1)S(C)(=O)=O	9	-22	101	100	99	-36	12	100	105	13	104
O=C(Cn1nnc(-c2ccncc2)n1)N1CCc2ccccc21	22	4	103	102	98	-14	-4	101	106	32	102

An excerpt of these results, as comma-separated lines:
SMILES,GSH fluor,Mcl1-Bid inh,Rab2A wt mod,HRas wt GTP bind,Rab7 wt modul,Pf gamet viab,Mcl1-Noxa inh,Rac1 mut GTP,Rac1 wt modul,Avidin bead fluor,Cdc42 wt
Fc1ccc(NC(=S)N/N=C/c2cccc(Br)c2)c(F)c1,45,97*,99,101,99,13,-1,98,101,7,99
Cc1ccc(CC2S/C(=N/N=C/c3ccco3)NC2=O)cc1 (stereo not given),13,-7,94,95,91,-22,-5,94,96,11,95
CC(C)N(C(=O)Cn1c(SCC(=O)Nc2nccs2)nc2ccccc21)C(C)C,10,5,99,100,101,.,-1,98,101,20,99
Cc1cc(Br)c(NC(=O)COC(=O)C2CC2C)c(Br)c1 (stereo not given),32,1,97,98,99,-5,9,97,103,12,99
CC(C)(CO)CNC(=O)CCc1nnc(CCCc2ccccc2)o1,13,-12,94,94,91,-8,3,97,96,11,95
COC(=O)C(C)n1cnc2c(nnn2-c2cccc(Cl)c2)c1=O (stereo not given),14,-9,100,100,99,.,1,99,106,8,100
O=C(O)CC1Sc2ccccc2NC1=O (stereo not given),35,-22,96,100,100,-38,11,99,106,.,99
CCOC(=O)Cc1csc(NC(=O)c2cc3ccccc3o2)n1,14,-14,98,95,98,21,3,94,95,12,94
CCCCn1nc2cc(C(=O)NCC34CC5CC(CC(C5)C3)C4)ccc2c1OC,19,0,105,103,97,-39,12,100,103,8,104
CCC(=O)c1c[nH]c(C(=O)NCc2cccnc2)c1,10,-15,97,96,95,.,12,96,102,5,100
O=C(c1ccccn1)N1N=C2/C(=C/c3ccc(F)cc3)CCCC2C1c1ccc(F)cc1 (stereo not given),13,13,98,97,97,-18,11,96,101,13,100
O=C(COc1ncnc2cc([N+](=O)[O-])ccc12)NCc1ccc2c(c1)OCO2,5,12,?,?,?,-7,60*,?,?,9,?

(cont.)
SMILES	GSH fluor	Mcl1-Bid inh	Rab2A wt mod	HRas wt GTP bind	Rab7 wt modul	Pf gamet viab	Mcl1-Noxa inh	Rac1 mut GTP	Rac1 wt modul	Avidin bead fluor	Cdc42 wt
CCOCCc1nnc(NC(=O)c2ccc(OC)c(OC)c2)s1	24	-11	98	100	97	5	6	98	98	18	101
Cc1ccc(CNC(=O)CN(C)S(=O)(=O)c2cccc3cccnc23)cc1	25	-11	101	102	103	.	22	97	99	6	100
CN(CC(=O)Nc1ccccc1F)CC(=O)Nc1ccc(F)c(F)c1F	15	-18	95	94	96	-22	4	94	97	7	96
Cc1ccccc1C(=O)O/N=C(\N)c1cccc([N+](=O)[O-])c1	34	-25	98	98	97	.	7	95	99	12	99
COc1ccc(C(=O)O/N=C(/c2ccccc2)c2ccncc2)cc1OC	11	-24	98	96	95	-29	8	97	99	10	99
COc1cccc(/C=C(\C(=O)O)c2ccccc2)c1	21	9	93	95	93	.	17	90	96	10	92
Cc1ccc(S(=O)(=O)N(Cc2ccc(F)cc2)Cc2ccco2)cc1	10	-23	100	99	98	3	0	98	99	7	101
